# RGS4-Gao reg = modulates binding of RGS4 to human Galphao | AID 1415 | 0.33% of 220,000 active | P09471 | Multiplexed bead flow cytometry; actives lie on both sides | binding response (% of control), % at 10 µM; in the data active means binding response below about 49% or above about 150%; inactive means in between;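 further: fluorescent Galphao activated with aluminum fluoride binding bead-coupled RGS4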
# RGS8-Gao = human RGS8-Galphao interaction regulation | response (percent of control binding), % at 10 µM | AID 1423 | 0.34% of 220,000 active | multiplexed bead flow cytometry, RGS8-Galphao binding; actives lie on both sides; in the data active means response below about 60% or above about 140%; inactive means in between;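 further: Galphao activated as the GDP aluminium fluoride complex binding bead-coupled RGS8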
# Mcl1-Bid inh = Mcl-1/Bid interaction inhibition; Q07820; TR-FRET Mcl-1/Bid-Dy647 peptide binding, 1536-well; inhibition, % at 21.7 µM; 0.97% of 220,000 active; AID 1021;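 active means compounds that cut the binding signal by more than half at the single screening dose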;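 further: His-tagged Mcl-1 with europium anti-His antibody binding Bid BH3 peptide; 0% = Mcl-1 plus peptide wells and 100% = peptide-only wells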
# Bim-Bfl-1 = disrupts Bim binding to human Bfl-1. Bead-based flow cytometry, Bim-Bfl-1 binding inhibition. inhibition, % at 10 µM. 0.12% of 190,000 active. AID 1008;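 further: 0% = wells without compound plus tracer and 100% = blocker peptide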
# RGS7-Gao = human RGS7-Galphao interaction regulation | P09471 | Multiplexed bead flow cytometry, RGS7-Galphao binding; actives lie on both sides | binding response (% of control), % at 10 µM | 0.35% of 220,000 active | AID 1439; in the data active means binding response below about 49% or above about 150%; inconclusive means no clear call, values can overlap the other calls; inactive means in between;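 further: fluorescent Galphao held in activated GDP-AlF4 state binding bead-coupled RGS7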
# Bcl-W Bim block = inhibitors of Bim-Bcl-W interaction, human | Q92843 | bead-based flow cytometry, Bim peptide-Bcl-W binding | inhibition, % at 10 µM | 0.02% of 190,000 active;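 further: 0% = bound tracer without compound and 100% = peptide blocker; higher means less fluorescent Bim peptide bound to Bcl-W beads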
# Target sequence (Q92843 whole entry, looked up): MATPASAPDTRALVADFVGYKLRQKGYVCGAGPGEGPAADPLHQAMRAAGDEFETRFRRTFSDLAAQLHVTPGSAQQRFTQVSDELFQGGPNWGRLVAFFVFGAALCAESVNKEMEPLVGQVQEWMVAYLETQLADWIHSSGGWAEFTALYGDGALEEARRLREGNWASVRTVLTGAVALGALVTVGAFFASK
# Bcl-B Bim block = human Bim-Bcl-B interaction inhibition; bead-based flow cytometry, Bim peptide-Bcl-B binding; inhibition, % at 10 µM; 0.073% of 190,000 active; AID 951;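 further: 0% = tracer peptide without compound and 100% = reference inhibitor peptide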
# Target sequence (Q9HD36 whole entry, looked up): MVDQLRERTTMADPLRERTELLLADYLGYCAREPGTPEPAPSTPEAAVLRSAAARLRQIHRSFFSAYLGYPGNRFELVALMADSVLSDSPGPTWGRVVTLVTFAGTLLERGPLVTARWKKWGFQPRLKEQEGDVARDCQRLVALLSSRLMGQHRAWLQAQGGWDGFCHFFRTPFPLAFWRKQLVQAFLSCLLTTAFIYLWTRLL
# Bim-Bcl-XL = human Bim-Bcl-XL interaction inhibition; Q07817; Bim peptide-Bcl-XL binding, bead flow cytometry, fluorescence; inhibition, % at 10 µM; 0.04% of 190,000 active
# Target sequence (Q07817 whole entry, looked up): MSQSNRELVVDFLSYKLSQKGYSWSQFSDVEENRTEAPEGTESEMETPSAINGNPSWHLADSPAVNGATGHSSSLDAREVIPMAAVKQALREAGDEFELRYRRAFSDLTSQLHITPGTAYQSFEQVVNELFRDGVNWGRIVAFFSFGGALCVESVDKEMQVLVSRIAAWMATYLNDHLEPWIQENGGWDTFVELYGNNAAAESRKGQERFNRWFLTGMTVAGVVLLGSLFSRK
# Mcl1 Noxa PPI = disrupts binding of human Mcl-1 to Noxa peptide | inhibition, % at 21.7 µM | TR-FRET Mcl-1/Noxa peptide binding, 2 h | 1.5% of 220,000 active;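 active means compounds that cut the protein-peptide binding signal by more than 50% relative to plate controls in a single-dose test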;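 further: His-tagged Mcl-1 with rhodamine Noxa BH3 peptide and terbium anti-His antibody; 0% = Mcl-1 plus Noxa peptide wells and 100% = peptide-only wells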
# Bim-Mcl-1 = human Bim-Mcl-1 interaction inhibition | Bead-based flow cytometry, Bim peptide-Mcl-1 binding | inhibition, % at 10 µM | 0.1% of 190,000 active;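 further: 0% = no compound tracer wells and 100% = peptide blocker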
# Bcl-2 Bim block = inhibitors of Bim-Bcl-2 interaction, human; Bead-based flow cytometry, Bim peptide-Bcl-2 binding; inhibition, % at 10 µM; 0.06% of 190,000 active; in the data active means inhibition above about 40%; inconclusive means no clear call, values can overlap the other calls;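 further: 0% = no compound wells with probe peptide and 100% = reference peptide inhibitor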
# Target sequence (P10415 whole entry, looked up): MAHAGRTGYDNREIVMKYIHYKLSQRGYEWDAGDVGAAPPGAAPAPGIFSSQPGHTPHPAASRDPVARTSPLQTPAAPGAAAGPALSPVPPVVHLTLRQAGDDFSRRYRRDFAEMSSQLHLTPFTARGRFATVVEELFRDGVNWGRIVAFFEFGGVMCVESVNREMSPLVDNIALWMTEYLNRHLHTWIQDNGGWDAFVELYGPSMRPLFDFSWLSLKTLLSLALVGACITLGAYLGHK
# The depositor's hits bear a star; ? = inconclusive; . = no result given. Unless noted, no stated cut-off is given here; in the data, active means inhibition above about 40%. The order is random; overall some 2.7% were active at least once.
# Start of the data: the first 4 records, ahead of the listing:
RGS4-Gao reg	RGS8-Gao	Mcl1-Bid inh	Bim-Bfl-1	RGS7-Gao	Bcl-W Bim block	Bcl-B Bim block	Bim-Bcl-XL	Mcl1 Noxa PPI	Bim-Mcl-1	Bcl-2 Bim block	mol
100.3	95.3	-17.6	1.0	95.8	-5.0	-2.0	-2.0	20.1	-1.0	-3.0	CCOC(=O)c1c(NC(=O)CCN2CCOCC2)sc(C)c1-c1ccccc1
104.4	100.6	-11.3	-5.0	110.6	-3.0	-3.0	-6.0	9.9	0.0	-1.0	CCn1c(CC(=O)Nc2ccc(C)cc2)nnc1SCC(=O)NCCc1ccccc1
102.4	100.7	-4.6	-11.0	101.5	2.0	-8.0	4.0	2.8	-2.0	-7.0	CC(C)Oc1ccc(NC(=O)c2ccncc2)cc1
98.2	96.3	-49.8	-15.0	98.9	-6.0	-14.0	-13.0	8.8	-7.0	-12.0	Cc1cc(C)c(C)c(S(=O)(=O)N2C(=S)NC(=O)C2C(C)C)c1C (centres undefined)

# This part in full, previewed entries included:
RGS4-Gao reg	RGS8-Gao	Mcl1-Bid inh	Bim-Bfl-1	RGS7-Gao	Bcl-W Bim block	Bcl-B Bim block	Bim-Bcl-XL	Mcl1 Noxa PPI	Bim-Mcl-1	Bcl-2 Bim block	mol
100.3	95.3	-17.6	1.0	95.8	-5.0	-2.0	-2.0	20.1	-1.0	-3.0	CCOC(=O)c1c(NC(=O)CCN2CCOCC2)sc(C)c1-c1ccccc1
104.4	100.6	-11.3	-5.0	110.6	-3.0	-3.0	-6.0	9.9	0.0	-1.0	CCn1c(CC(=O)Nc2ccc(C)cc2)nnc1SCC(=O)NCCc1ccccc1
102.4	100.7	-4.6	-11.0	101.5	2.0	-8.0	4.0	2.8	-2.0	-7.0	CC(C)Oc1ccc(NC(=O)c2ccncc2)cc1
98.2	96.3	-49.8	-15.0	98.9	-6.0	-14.0	-13.0	8.8	-7.0	-12.0	Cc1cc(C)c(C)c(S(=O)(=O)N2C(=S)NC(=O)C2C(C)C)c1C (centres undefined)
100.0	93.3	14.1	-1.0	99.5	-1.0	-4.0	-2.0	34.5	0.0	0.0	CCN(CC)S(=O)(=O)c1ccc(N2C(=O)Nc3ccccc3N2O)cc1
105.6	105.4	6.3	.	?	.	.	.	17.2	.	.	C[C@H](NC(=O)c1[nH]cnc1C(=O)Nc1ccc(CNC(=O)OC(C)(C)C)cc1)C(=O)OCc1ccccc1
101.1	98.0	5.4	-2.0	100.0	0.0	-1.0	1.0	-4.3	-1.0	1.0	O=C(Nc1ccc(C(=O)O)cc1)/C(=C\c1cccc([N+](=O)[O-])c1)NC(=O)c1ccc(Br)o1
101.3	101.0	-6.9	-2.0	98.9	1.0	4.0	0.0	2.9	0.0	0.0	Cn1nc(C(F)(F)F)c(C#N)c1N1CCN(c2cccc(C(F)(F)F)c2)CC1
100.3	99.7	-16.9	7.0	?	2.0	0.0	1.0	11.3	-2.0	-3.0	COc1cccc(CN2CCN(C(=O)c3cc(-c4cccnc4)nc4ccc(C)cc34)CC2)c1
99.7	100.7	-3.2	-4.0	97.1	1.0	0.0	-2.0	1.1	0.0	-3.0	COc1ccc(CNS(=O)(=O)NCc2ccc(C)cc2)cc1OC
99.6	99.4	-6.4	0.0	97.0	-1.0	-2.0	0.0	-8.9	-2.0	-1.0	Cn1c(=O)[nH]c(=O)c2c1nc(CN1CCOCC1)n2CCCO
101.0	100.0	1.1	-2.0	116.1	6.0	4.0	5.0	12.8	2.0	-4.0	O=C(/C=C/c1cn(-c2ccccc2)nc1-c1ccccc1)Nc1ccc(C(=O)O)cc1
100.0	92.2	3.1	1.0	100.1	0.0	-1.0	-1.0	18.7	-1.0	-1.0	CC(=O)Nc1c(C)nn(C(C)=O)c1C
102.6	102.1	-87.1	-14.0	98.6	-4.0	-11.0	-9.0	9.1	-2.0	-11.0	COc1ccc(-n2c(COc3ccccc3)nnc2SCC(N)=O)cc1
102.0	100.9	-16.9	-1.0	101.8	-1.0	-5.0	-2.0	19.0	-2.0	0.0	CCS(=O)(=O)N1CCC(C(=O)NCCc2ccccc2)CC1
99.4	101.8	-22.3	3.0	96.0	0.0	-5.0	-2.0	-8.0	-3.0	-1.0	CCN(CC)S(=O)(=O)c1ccc(OC)c(NC(=O)CSc2cc(Cl)ccc2Cl)c1
98.6	101.5	-37.0	-4.0	100.3	-3.0	-1.0	2.0	-2.7	1.0	2.0	COc1ccccc1NC(=O)Cn1nnc(C(=O)NCCc2ccccc2)c1N
93.3	97.6	-13.5	.	?	.	.	.	-14.4	.	.	COc1ccc(-c2cc([C@H]3[C@@H]4C=CCC[C@@]4(C)C(=O)N3Cc3ccccc3)ccc2F)cc1
106.2	104.9	-14.0	-4.0	104.5	-3.0	-2.0	-3.0	-15.6	-1.0	-2.0	Cc1ncoc1C(=O)N1CCCC(CCC(=O)NCc2ccc(F)c(F)c2)C1 (centres undefined)
97.3	98.6	-13.2	-8.0	97.1	4.0	-9.0	-4.0	-34.5	-1.0	-4.0	COc1cc(C2C(C#N)=C(N)Oc3c2ccc2ccccc32)ccc1OCC(=O)Nc1ccccc1C (centres undefined)
106.5	113.6	-34.6	-11.0	105.0	0.0	-7.0	-2.0	4.8	0.0	-1.0	CS(=O)(=O)Nc1ccc2[nH]c(=O)[nH]c2c1
99.3	101.6	-12.1	.	?	.	.	.	20.8	.	.	O=c1cc(N=Nc2ccc(Cl)cc2)[nH]c(=O)[nH]1
96.3	86.1	-8.5	-2.0	98.9	1.0	-2.0	-1.0	29.4	-2.0	-3.0	Cc1cc2[nH]c3ccccc3c2c(C)n1
98.0	105.6	-15.6	-4.0	99.2	-2.0	-5.0	0.0	0.8	-2.0	-5.0	CC(=O)Nc1ccc(S(=O)(=O)N2c3ccccc3C(C)=CC2(C)C)cc1
101.2	108.9	-42.9	-1.0	98.4	0.0	-3.0	-5.0	4.7	0.0	0.0	O=C(COC(=O)c1ccco1)Nc1ccc2c(c1)OCO2
104.2	102.5	-7.5	-17.0	102.3	-1.0	-7.0	-5.0	0.3	-3.0	-3.0	Cc1ccc2cc(CN(Cc3ccccc3)Cc3nnnn3C3CCCC3)c(=O)[nH]c2c1
98.7	97.0	8.4	0.0	105.0	5.0	-4.0	0.0	6.1	0.0	0.0	Cc1c(C(=O)Oc2cc(N)n(S(C)(=O)=O)n2)cccc1[N+](=O)[O-]
82.5	93.5	3.4	-8.0	85.3	1.0	-8.0	2.0	19.3	1.0	-4.0	O=C(Oc1cccc(NC(=O)c2ccco2)c1)c1cccc(S(=O)(=O)N2CCCC2)c1
101.9	102.4	-24.9	-6.0	103.5	-1.0	-5.0	-5.0	-7.0	-2.0	-3.0	c1ccc(-c2csc(-c3cccnc3)n2)cc1
97.3	102.4	14.1	-5.0	99.9	-1.0	-4.0	-4.0	20.5	0.0	-5.0	CC(=O)Nc1nc2nc(-c3ccccc3)cc(-c3ccccc3)n2n1
91.7	97.2	11.6	-8.0	94.4	3.0	-4.0	-1.0	14.5	0.0	-4.0	CC(Sc1nc2ccccc2s1)C(=O)Nc1nnc(C(C)C)s1 (centres undefined)
100.1	100.5	-5.6	-26.0	98.5	-5.0	-8.0	-10.0	1.9	-4.0	-9.0	COc1cccc(NC(=O)C2CCCN2C(=O)Nc2cccc(F)c2)c1 (centres undefined)
97.3	101.5	-45.9	-9.0	101.1	1.0	-4.0	-2.0	15.8	-3.0	-4.0	CC1Cc2ccccc2N1CC(=O)Nc1ccc2c(c1)OCO2 (centres undefined)
104.7	103.7	-24.2	-8.0	104.7	0.0	-7.0	-9.0	15.7	3.0	-3.0	Cc1ccc(NS(=O)(=O)c2cc(C(=O)O)ccc2Cl)cc1
100.0	92.5	-5.1	-1.0	97.5	1.0	0.0	-3.0	-9.2	-1.0	-4.0	COc1ccc(NC(=O)C2CC(=O)NC3=C2C(=O)CC(C)(C)C3)cc1 (centres undefined)
101.5	99.9	-4.3	-7.0	99.8	-1.0	-10.0	-3.0	3.2	0.0	-11.0	CN(CCC#N)C(=O)CSc1ncnc2sc(-c3ccccc3)cc12
101.2	99.9	-8.2	-6.0	99.3	2.0	-9.0	0.0	0.7	-2.0	0.0	CC1=C(C(=O)NCc2ccccc2)C(c2cccs2)NC(=S)N1 (centres undefined)
100.8	101.7	5.7	-5.0	97.0	-4.0	-2.0	-2.0	-4.2	0.0	-4.0	CCCCCCCCCCC(=O)Nc1cccnc1
101.1	99.3	-13.1	-9.0	94.7	-4.0	-5.0	-6.0	26.0	0.0	-6.0	c1cncc(-c2nnc(SCc3cccc4ccccc34)o2)c1
101.8	99.9	-5.3	-6.0	?	-4.0	-6.0	0.0	-1.9	-2.0	-1.0	COc1ccc(-c2nc[nH]c2[N+](=O)[O-])cc1
98.8	99.8	-17.9	6.0	101.7	-3.0	1.0	-3.0	0.1	-3.0	3.0	Cc1ccc(Sc2ncccc2/C=N/O)cc1
100.7	105.2	-18.5	-9.0	95.5	-3.0	-6.0	-5.0	10.5	-3.0	-4.0	Cc1ccc(-n2cccn2)cc1
100.1	101.2	99.8*	-2.0	98.3	0.0	0.0	0.0	14.8	2.0	1.0	CCOC(=O)c1ccc(NC(=O)Oc2ccccc2)cc1
104.5	101.4	-4.6	-15.0	100.8	-2.0	-14.0	0.0	.	-6.0	-8.0	N#C/C(=C\c1cccs1)Sc1nc2ccccc2s1
99.4	102.6	-14.5	-4.0	95.0	0.0	0.0	0.0	8.4	1.0	-1.0	COc1ccc(C(=O)O)cc1N1C(=O)Nc2ccccc2N1O
95.0	98.7	10.6	0.0	94.7	-4.0	-6.0	-4.0	2.5	-2.0	0.0	CCOC(=O)C1=C(CC)OC(N)=C(C#N)C1c1ccc(OC)c(C)c1OC (centres undefined)
100.0	100.3	1.6	.	?	.	.	.	7.2	.	.	CCOC(=O)c1cnc2c(c(C)nn2C)c1Oc1cc(Cl)cc(Cl)c1
101.7	99.6	-12.9	-16.0	99.5	-7.0	-15.0	-9.0	8.7	-6.0	-9.0	CNC(=S)N(CCc1cccc(C)c1)Cc1cc2cc(OC)c(OC)cc2[nH]c1=O
101.4	103.5	-74.0	-8.0	104.1	2.0	-6.0	-7.0	-14.5	0.0	-7.0	c1csc(-c2noc(COc3ccc4c(c3)CCCC4)n2)c1
97.9	100.0	-61.8	-7.0	95.8	1.0	-5.0	-4.0	10.8	3.0	-1.0	CCOC(=O)C1CCN(C(=O)Cc2c(C(=O)O)n(C)c3ccccc23)CC1
97.8	103.5	-20.7	9.0	99.2	4.0	-28.0	-5.0	13.4	0.0	2.0	Cc1c(C(=O)NCc2n[nH]c(=S)n2-c2ccc(F)cc2)cccc1[N+](=O)[O-]
101.1	102.2	-8.8	-17.0	100.3	-1.0	-5.0	0.0	5.5	0.0	-11.0	CCC(C)C(=O)Nc1c2c(nc3c1CCC3)CCCC2 (centres undefined)
102.3	105.6	-18.9	-10.0	104.2	0.0	-8.0	-14.0	-2.0	4.0	-5.0	O=C(NCCNC(=O)c1ccco1)c1cccc(F)c1
103.6	103.2	-11.8	-3.0	102.5	-4.0	-11.0	-11.0	29.3	-4.0	-2.0	COc1cc(/C=N/NS(=O)(=O)c2ccc3ccccc3c2)ccc1OCCN1CCOCC1
100.2	105.3	-60.1	0.0	102.5	-1.0	1.0	-4.0	37.0	-1.0	0.0	COc1c(O)ccc(/C=C(\C#N)c2nc3ccccc3[nH]2)c1[N+](=O)[O-]
